# Assay outcomes deposited in PubChem by several laboratories.
# Rin1 Abl inh – human Rin1-Abl interaction inhibition; P00519+Q13671; TR-FRET Rin1/Abl binding, biochemical; inhibition, % at 7.35 µM; 0.4% of 360,000 active; in the data active = inhibition above about 5%, passing the limit was not always enough
# MT1-MMP act inh – inhibitors of human MT1-MMP activation; P50281; HT1080 RFP-PRO-GFP cells, GFP/RFP ratio fluorescence, overnight; percent of plate control window, DMSO zero; GFP/RFP ratio change, % at 20 µM; 0.061% of 360,000 active; AID 651647;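 active = GFP/RFP ratio change of at least 30% with cell ATP level not reduced by more than half and red fluorescence within 50% of control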; note: strong numbers were not always called active
#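 Assay system: HT1080 RFP-PRO-GFP cells | Dosing: 20 µM single dose, 1% DMSO | Incubation: Cells overnight before dosing, compound overnight, 37 °C, 5% CO2 | Evaluation: GFP/RFP fluorescence ratio | Control set: DMSO-only wells and HT1080 RFP-L50D-GFP cell wells as references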
# MLLE-PAM2 inh – inhibitors of microRNA-mediated deadenylation, human PABP1 MLLE binding; P11940; GST-MLLE / FITC-PAM2 fluorescence polarization; inhibition, % at 20 µM; 0.36% of 360,000 active; in the data active = inhibition above about 35%, passing the limit was not always enough;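 note: plate controls were DMSO wells with GST-MLLE for no effect and wells lacking GST-MLLE protein for full effect; some results filed as inactive read as strong as hits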
# FAS TE block – inhibitors of human fatty acid synthase thioesterase domain | recombinant FAS-TE, OMFH fluorogenic substrate, fluorescence endpoint | P49327 | inhibition, % at 15 µM | 0.67% of 360,000 active;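 active = compounds whose normalised, plate-corrected inhibition of enzyme fluorescence in the single-dose primary screen is 50% or more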;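 note: 0% = DMSO with enzyme and 100% = substrate without enzyme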
# NadD inh – NadD (S. aureus) enzyme inhibition; purified NadD enzyme, colorimetric absorbance read-out; inhibition, % at 20 µM; 0.78% of 360,000 active; in the data active = inhibition above about 26%; note: some compounds past the cut are filed as inactive
# Neddylation inh – inhibitors of human cullin neddylation; P61081+Q13564; TR-FRET cullin neddylation, biochemical; calls only at 25 µM; 0.58% of 360,000 active; in the data active = inhibition above about 36%
# Rpn11 block – Rpn11 (human) deubiquitinase inhibition. O00487. human 26S proteasome, Ub4-pepOG fluorescence polarization; 20S core pre-blocked with epoxomicin. calls only at 20 µM. 0.59% of 360,000 active. AID 588493;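 active = inhibition at 20 µM, scaled to each plate's controls, above about 33%, limit read from the data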
# Target sequence (O00487 whole entry, looked up): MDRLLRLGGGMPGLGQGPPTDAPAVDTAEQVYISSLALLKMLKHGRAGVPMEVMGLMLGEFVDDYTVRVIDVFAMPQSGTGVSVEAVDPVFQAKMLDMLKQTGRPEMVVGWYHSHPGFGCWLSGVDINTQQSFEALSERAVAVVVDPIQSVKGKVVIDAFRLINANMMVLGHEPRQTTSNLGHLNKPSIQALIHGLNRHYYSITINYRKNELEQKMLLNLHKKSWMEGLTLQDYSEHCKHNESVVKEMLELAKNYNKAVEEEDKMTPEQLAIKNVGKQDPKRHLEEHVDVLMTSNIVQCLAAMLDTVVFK
# SKN-1 block – C. elegans SKN-1 inhibition | 0.49% of 360,000 active | inhibition, % at 21.8 µM | C. elegans VP596 Pgst-4::GFP/RFP ratio, acrylamide-induced, 24 h;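 active = interference check ratio from 0.5 to 1.5 plus GFP to RFP signal ratio inhibition reaching or exceeding a fixed threshold, cut at about 30% in these data, passing the limit was not always enough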; note: some compounds called inactive have numbers as strong as hits
# CSN deneddyl inh – inhibitors of human CSN-mediated cullin deneddylation | Purified CSN, SCF-Nedd8-OG deneddylation, fluorescence polarization | Q92905 | AID 651999 | 0.38% of 360,000 active | inhibition, % at 12.5 µM;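 active = pattern-corrected inhibition above about 35%, with an unprinted fluorescence ratio check between 0.5 and 1.5, limit read from the data, passing the limit was not always enough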;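 note: 0% = enzyme with substrate and 100% = substrate without enzyme; some results filed as inactive read as strong as hits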
# Target sequence (Q92905 whole entry, looked up, one chain of several): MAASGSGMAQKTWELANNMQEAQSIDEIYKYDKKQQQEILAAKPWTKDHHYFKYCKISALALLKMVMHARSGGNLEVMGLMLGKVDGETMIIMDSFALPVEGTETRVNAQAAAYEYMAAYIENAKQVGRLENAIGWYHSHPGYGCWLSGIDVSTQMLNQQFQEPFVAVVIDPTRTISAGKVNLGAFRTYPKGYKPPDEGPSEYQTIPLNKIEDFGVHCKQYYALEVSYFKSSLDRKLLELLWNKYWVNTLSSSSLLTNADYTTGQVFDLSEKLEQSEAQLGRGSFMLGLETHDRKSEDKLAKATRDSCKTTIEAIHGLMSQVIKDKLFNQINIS
#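 Test system: purified human Csn5 enzyme expressed in HEK293T cells. Amount: 0.24 nM enzyme. Reagent: SCFSkp2-Nedd8OG substrate at 10 nM final. Schedule: 90 min incubation of compound, enzyme and substrate at room temperature. Detection: fluorescence polarization. Read-out: % inhibition of substrate cleavage by Csn5.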
# * hit, by the source's call; i = inactive; . = not tested or not shown; + = active, no number.
1: Cc1cccc(N2CCN(C(=O)c3ccc(CNc4c(N5CCC(C)CC5)c(=O)c4=O)cc3)CC2C)c1 (stereo not given)
2: Cc1nn(CC(C)C(=O)N2CCN(S(=O)(=O)c3ccc(Cl)cc3)CC2)c(C)c1C (stereo not given)
3: CCN(CC)C(=O)c1cccc(NC(=O)c2cc(-c3ccccn3)nc3ccccc23)c1
4: COc1ccc(NC(=O)C2=CCN(S(=O)(=O)c3ccccc3)CC2)cc1OC
5: O=C(NNC(=O)c1ccc(-c2ccccc2)cc1)c1ccccc1
6: O=C(Nc1c[nH]c(=O)[nH]c1=O)c1ccccc1Cl
7: O=C(NCCN1CCOCC1)c1cc(-c2ccccc2)on1
8: CCn1c(C)c2c([n+]1CC)CC(C)(C)CC2=O
compound no.,1,2,3,4,5,6,7,8
Rin1 Abl inh,1,1,1,0,1,0,1,1
MT1-MMP act inh,-6,-2,3,5,4,1,12,0
MLLE-PAM2 inh,8,-8,-3,-5,-1,-15,-5,-121
FAS TE block,34,-1,5,-1,-6,-7,-7,-9
NadD inh,5,-2,7,-4,-2,-4,0,12
Neddylation inh,i,i,i,i,i,i,i,i
Rpn11 block,i,i,i,i,i,i,i,i
SKN-1 block,-10,19,11,10,7,1,-10,15
CSN deneddyl inh,3,3,-4,0,7,1,-1,5

9: C=CCC1(Cl)C(=O)C(Cl)=C(N2CCN(C)CC2)C1(OC)OC (stereo not given)
10: CCCNC(=O)CSC1=N/C(=C/c2ccc(F)cc2)C(=O)N1CC
11: O=c1c2ccccc2sn1-c1cccc(Cl)c1
12: CC1CCN(S(=O)(=O)N2CCC(C(=O)NCCc3ccccc3)CC2)CC1
13: COC(CNS(=O)(=O)c1ccc(S(=O)(=O)N2CCCC2)cc1)OC
14: COc1ccc(/C=N/NC(=O)CNS(=O)(=O)c2ccccc2)cc1
15: C=CC[C@@H](Cc1ccc(F)cc1)C(=O)OC[C@H]1CCCN1C(=O)[C@H](CC=C)CC(=O)NCCO
16: CC(=O)OC[C@]12CC[C@H]3[C@@](C)(CC[C@H]4C(C)(C)CCC[C@]34C)[C@@H]1CC(C1=CC(=O)OC1O)O2 (stereo not given in full)
compound no.,9,10,11,12,13,14,15,16
Rin1 Abl inh,-2,-2,-1,4,3,4,-2,3
MT1-MMP act inh,3,-1,-2,-3,1,11,1,-27
MLLE-PAM2 inh,-4,31,22,6,-11,16,6,-13
FAS TE block,-2,-7,-15,-3,-2,1,-2,42
NadD inh,-1,3,12,-6,-4,-2,-3,32*
Neddylation inh,i,i,i,i,i,i,i,i
Rpn11 block,i,i,i,i,i,i,i,+
SKN-1 block,6,2,2,12,2,-5,5,-3
CSN deneddyl inh,4,2,-1,0,-3,-7,-3,35*

# Brought forward from above: 4 entries; new compounds follow.
13: COC(CNS(=O)(=O)c1ccc(S(=O)(=O)N2CCCC2)cc1)OC
14: COc1ccc(/C=N/NC(=O)CNS(=O)(=O)c2ccccc2)cc1
15: C=CC[C@@H](Cc1ccc(F)cc1)C(=O)OC[C@H]1CCCN1C(=O)[C@H](CC=C)CC(=O)NCCO
16: CC(=O)OC[C@]12CC[C@H]3[C@@](C)(CC[C@H]4C(C)(C)CCC[C@]34C)[C@@H]1CC(C1=CC(=O)OC1O)O2 (stereo not given in full)
17: CC(=O)Oc1ccc2nc(-c3ccc(Br)o3)oc(=O)c2c1
18: Cc1nnc(Nc2ccc3c(c2)OCO3)c2ccccc12
19: O=S(=O)(c1cccc2ccccc12)N1CCC2CC1c1cc(-c3ccc(F)cc3)ccc12 (stereo not given)
20: O=C1NCCCC1C(=O)N/N=C/c1cccc(Cl)c1 (stereo not given)
21: COc1nc(-c2ccccc2)c2cc(Br)ccc2n1
22: Cc1cc(-c2ccn[nH]2)c(C)s1
23: O=C(NCCN1CCOCC1)c1ccccc1[N+](=O)[O-]
24: Cc1cccc(N2CC(C(=O)Nc3nnc(SCC(=O)N4CCOCC4)s3)CC2=O)c1 (stereo not given)
compound no.,13,14,15,16,17,18,19,20,21,22,23,24
Rin1 Abl inh,3,4,-2,3,-2,1,-4,2,-56,2,1,2
MT1-MMP act inh,1,11,1,-27,3,-6,2,-1,-1,4,-5,-3
MLLE-PAM2 inh,-11,16,6,-13,-3,-10,-9,11,8,-15,-10,-55
FAS TE block,-2,1,-2,42,39,-8,10,-5,19,0,-7,1
NadD inh,-4,-2,-3,32*,4,-3,3,-1,-1,-3,3,7
Neddylation inh,i,i,i,i,i,i,i,i,i,i,i,i
Rpn11 block,i,i,i,+,i,i,i,i,i,i,i,i
SKN-1 block,2,-5,5,-3,-5,-1,16,4,11,12,6,-1
CSN deneddyl inh,-3,-7,-3,35*,4,-5,5,-5,-6,-5,1,1

25: Cc1c(C)n(CCCN(C)C)c2ncnc(Nc3ccc(F)cc3)c12
26: Nc1ccn(Cc2cccc(Cl)c2)n1
27: Cc1ccc(NCc2ccc(O)c3ncccc23)cc1C
28: COc1cc(OC)cc(C(=O)NNC(=S)NCc2ccco2)c1
29: CCC1=C(OC(=O)N(CC)CC)N2C(=O)OC(=NCC(=O)OC)[C@]2(Cc2ccccc2)[C@H]2C1=CC[C@H]1C(=O)N(CC(=O)OC)C(=O)[C@H]12
30: COc1ccc(-c2cc(C)no2)cc1S(=O)(=O)NCCCN1CCCCCC1
31: Cn1c(=O)c2cccnc2c(=O)n1C
32: COc1ccc(NC(=O)CN(C)C(=O)c2ccccc2OC)cc1
compound no.,25,26,27,28,29,30,31,32
Rin1 Abl inh,-4,6,1,1,1,-3,4,-2
MT1-MMP act inh,-1,-2,-12,0,-7,2,0,-1
MLLE-PAM2 inh,2,-2,34,-21,-2,-1,-2,9
FAS TE block,-4,-6,-5,-7,-7,-6,-12,-6
NadD inh,-5,-2,24,-3,2,0,-4,-12
Neddylation inh,.,i,i,i,i,i,i,i
Rpn11 block,i,i,i,i,i,i,i,i
SKN-1 block,-5,-6,0,4,1,1,2,4
CSN deneddyl inh,2,-4,22,-3,4,6,2,2

33: C=CCNC(=O)CCCCC(=O)NCC=C
34: Cc1cccc(C)c1NC(=O)Cn1nnc(-c2ccc(CN3CCC(C)CC3)cc2)n1
35: COc1ccc(NC(=O)CCCn2cnc3ccccc3c2=O)cc1
36: CCC(C)N1C(=O)CCC1C(=O)N1CCN(c2ccccc2F)CC1 (stereo not given)
37: CN(C(=O)CSc1cccc[n+]1[O-])C1CCCCC1
38: O=C(O)c1cccnc1SC1CC(=O)N(Cc2ccccc2)C1=O (stereo not given)
39: Cc1nn2c(CN(C(=O)COc3ccccc3)c3ccccc3)nnc2c2ccccc12
40: COc1ccc(C2N3CC4(C)CN2CC(C)(C3)C4)cc1OC (stereo not given)
compound no.,33,34,35,36,37,38,39,40
Rin1 Abl inh,2,-1,1,5.3*,4,0,1,0
MT1-MMP act inh,-1,-6,-4,13,9,-4,11,5
MLLE-PAM2 inh,2,-1,-6,-12,20,-7,14,6
FAS TE block,-4,-6,-4,-6,-3,0,-3,-7
NadD inh,1,-6,-1,-2,-1,0,10,4
Neddylation inh,i,i,i,i,i,i,i,i
Rpn11 block,i,i,i,i,i,i,i,i
SKN-1 block,18,-7,6,-10,-4,4,8,-6
CSN deneddyl inh,-3,-9,4,6,-4,1,1,3

41: N#CCCN(C(=O)COC(=O)c1ccc(Cl)nc1)c1ccc2c(c1)OCCO2
42: OCC[C@H]1C[C@@H](O)[C@H](O)[C@]2(Cc3ccccc3O2)O1
43: O=C(CNC(=O)c1ccc(Cl)cc1Cl)NCC(=O)Nc1ccccc1N1CCOCC1
44: CSc1ncnc2c1ncn2CCCN(C)Cc1ccco1
45: CCOC(=O)c1ccc(NC(=S)NCc2cccnc2)cc1
46: CCOc1ccc(NC(=O)C2CCC(CNc3c(N4CCC(C)CC4)c(=O)c3=O)CC2)cc1 (stereo not given)
47: Cc1cc(C(=O)CN2C(=O)NC3(CCCCCC3)C2=O)c(C)n1C
48: O=C(/C=C/c1ccccc1)N1CCN(C(=O)c2ccco2)CC1
compound no.,41,42,43,44,45,46,47,48
Rin1 Abl inh,-1,2,-1,-5,1,-1,0,-2
MT1-MMP act inh,3,0,-5,3,4,4,2,-1
MLLE-PAM2 inh,-1,0,2,20,16,3,-3,11
FAS TE block,0,-11,-7,-9,-3,-6,-3,-6
NadD inh,3,-10,8,-6,-1,1,4,-2
Neddylation inh,i,i,i,i,i,i,i,i
Rpn11 block,i,i,i,i,i,i,i,i
SKN-1 block,5,-5,10,5,-15,8,3,-8
CSN deneddyl inh,-1,3,-2,-3,3,-1,-2,1

49: O=C(Nc1ccc(Br)cc1Cl)c1ccc2c(=O)n3c(nc2c1)CCC3
50: CC1(OC(=O)CCc2ccccc2)C(=O)C=C2C=C(c3ccc(C#N)cc3)N(Cc3ccco3)C=C2C1=O (stereo not given)
51: C[C@H]1CN([C@@H](C)CO)S(=O)(=O)c2ccc(Br)cc2O[C@H]1CN(C)S(=O)(=O)c1ccccc1
52: CCN(CC)C(=O)c1ccc2nc(-c3ccccc3)c(-c3ccccc3)nc2c1
53: Cn1c(=O)c2cc(NC(=S)NC3CC3)ccc2n1C/C=C/c1ccccc1
54: O=C1CN(C(=O)c2ccccc2)C(c2ccccc2)c2cc(F)ccc2N1 (stereo not given)
55: CCOC(=O)N1CCN(C(=O)CC(C(=O)N2CCc3ccccc32)n2ccnc2)CC1 (stereo not given)
56: COc1ccc(Cl)c(Cn2c(NCc3ccccn3)nc3c2c(=O)n(C)c(=O)n3C)c1
compound no.,49,50,51,52,53,54,55,56
Rin1 Abl inh,1,0,0,2,-2,3,-1,2
MT1-MMP act inh,1,1,-6,-4,0,-8,7,-2
MLLE-PAM2 inh,2,-7,-2,-2,-12,-1,0,6
FAS TE block,8,10,13,17,-3,-2,-9,-5
NadD inh,6,28,-6,-4,4,1,-7,5
Neddylation inh,i,i,i,+,.,i,i,i
Rpn11 block,i,i,i,i,i,i,i,i
SKN-1 block,5,11,0,8,0,11,-5,23
CSN deneddyl inh,2,16,1,-12,3,0,3,-2

57: CCc1ccc(CNC(=O)C2CCCN(S(=O)(=O)N(CC)c3ccccc3)C2)cc1 (stereo not given)
58: Cc1ccccc1CN1CCCOCCS1(=O)=O
59: O=c1ccc2c(ccc3ncccc32)o1
60: O=C(CSc1nc(O)cc(=O)n1-c1ccccc1)c1ccc(Br)cc1
61: COc1ccc(Cc2c[nH]c(=O)[nH]c2=O)cc1
62: O=C(N/N=C/c1cccc2nccnc12)c1ccccc1O
63: Cc1ccccc1-c1cc(C(=O)NCc2ccco2)n(CC2CC(c3cccnc3)=NO2)n1 (stereo not given)
64: CCCCN(C(=O)CSc1cc(C)c2ccccc2n1)c1c(N)n(Cc2ccccc2)c(=O)[nH]c1=O
compound no.,57,58,59,60,61,62,63,64
Rin1 Abl inh,2,1,-7,1,3,-3,5,-1
MT1-MMP act inh,2,0,-14,-5,4,8,-2,-11
MLLE-PAM2 inh,6,9,7,38,-15,6,-7,23
FAS TE block,18,-10,-8,8,-6,1,4,-17
NadD inh,-15,1,-3,20,-2,-5,6,1
Neddylation inh,i,i,i,i,i,i,i,i
Rpn11 block,i,i,i,i,i,i,i,i
SKN-1 block,-16,-2,-8,12,11,-10,0,13
CSN deneddyl inh,-4,5,1,0,-1,0,5,0

# Compounds were not picked by outcome; 3.9% or so of the library scored in one or more.
